Screening data (PubChem BioAssay)
Tau fibril ThT – qHTS for Inhibitors of Tau Fibril Formation, Thioflavin T Binding; Microtubule-associated protein tau (Homo sapiens), P10636; recombinant tau K18 P301L (four-repeat tau fragment), heparin-induced fibrillization, ThT fluorescence; Potency, µM (top dose mostly 57.4 µM), for inactives: top-dose activity, negative = inhibition, hits mostly inhibitors; 2.1% of 270,000 active; also: % is scaled to controls: 0 for no effect and ±100 for the full control effect; nearly all actives have a fitted effect of over 55% in size
Target sequence (P10636 561-689 P618L limits assumed): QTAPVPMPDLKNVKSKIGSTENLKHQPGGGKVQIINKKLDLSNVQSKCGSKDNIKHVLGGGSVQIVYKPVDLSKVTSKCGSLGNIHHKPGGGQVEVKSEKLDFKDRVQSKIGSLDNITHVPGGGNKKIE
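Tau K18 P301L fragment (15 uM unlabeled plus 0.24 uM Alexa 594-labeled) in 100 mM sodium acetate pH 7 with compound, fibrillization induced by 20 uM heparin for 6 hr at 37 C. Thioflavin T (30 uM) added, fluorescence read after 1 hr (ex 450, em 510 nm).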
SMN2 splice enh – qHTS Assay for Enhancers of SMN2 Splice Variant Expression | Potency, µM (top dose mostly 46.1 µM), inactives show at the highest dose activity change, positive = activation, usual class: activators | AID 1458, 2008 | 2.8% of 210,000 active | HEK293 SMN2-luciferase splicing reporter, luminescence, 30-36 h; also: % of control where 0% means no effect; nearly all actives have a fitted effect of over 55% in size
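HEK293 cells carry an SMN2 […]–luciferase reporter in which exon 7 inclusion puts luciferase in frame. Cells were plated 10-12 h before compound addition, then incubated 30-36 h at 37C. ONE-Glo luminescence was read; sodium butyrate at 4.5 mM final served as control.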
L3MBTL1 block – qHTS Assay for the Inhibitors of L3MBTL1. AID 485360, 2010. Lethal(3)malignant brain tumor-like protein 1 (Homo sapiens), Q9Y468. 0.66% of 230,000 active. Potency, µM (series often up to 57.1 µM), without a hit: top-dose activity, negative = inhibition, hits mostly inhibitors. AlphaScreen L3MBTL1–H3K9me1 peptide binding; also: % is scaled to controls: 0 for no effect and ±100 for the full control effect; nearly all actives have a fitted effect of over 60% in size
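First, the protein-peptide complex forms for 30 min at room temperature (L3MBTL1 50 nM, biotinylated H3K9me1 peptide 75 nM). Next, compounds are pin-transferred and incubated 30 min. Finally, AlphaScreen beads are added and read after 30 min.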
KDM4E inh – qHTS Assay for Inhibitors of Human Jumonji Domain Containing 2E (JMJD2E); JMJD2E catalytic domain, FDH-coupled NADH fluorescence (FDH is formaldehyde dehydrogenase); Potency, µM (series often up to 57.1 µM), inactives show top-dose activity change, negative = inhibition, hits mostly inhibitors; 1.6% of 230,000 active; active = well fitted inhibition curve with a large enough effect, not every such curve was filed as active; inconclusive = small, poorly fitted or top-dose-only effect, or another doubt; inactive = no such curve, though single readings can be large or run the other way;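 also: 0% = wells with enzyme and -100% = buffer wells without enzyme; nearly all actives have a fitted effect of over 50% in size; many of its hits are not listed in these tables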
Target sequence (B2RXH2 1-337 limits assumed): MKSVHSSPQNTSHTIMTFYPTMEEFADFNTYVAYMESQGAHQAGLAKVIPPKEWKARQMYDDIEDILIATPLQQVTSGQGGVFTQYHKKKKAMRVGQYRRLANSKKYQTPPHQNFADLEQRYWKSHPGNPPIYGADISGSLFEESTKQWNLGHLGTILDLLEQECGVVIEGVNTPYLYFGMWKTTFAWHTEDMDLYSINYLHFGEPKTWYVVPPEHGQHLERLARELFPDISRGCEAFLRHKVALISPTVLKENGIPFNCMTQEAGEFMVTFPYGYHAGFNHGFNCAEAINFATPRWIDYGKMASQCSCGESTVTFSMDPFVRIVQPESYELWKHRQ
KinaseGlo FLuc – Counterscreen for Luciferase (Kinase-Glo TM) Inhibition | Luciferin 4-monooxygenase (Photuris pensylvanica), Q27757 | Kinase-Glo luciferase, ATP luminescence, 8 min | Potency, µM (series often up to 38.3 µM), without a hit: at the highest dose activity change, negative = inhibition, usual class: inhibitors | 0.28% of 200,000 active; also: % is scaled to controls: 0 for no effect and ±100 for the full control effect; nearly all actives have a fitted effect of over 60% in size
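Kinase-Glo luciferase light output from ATP and luciferin was measured with 10 uM ATP, within the enzyme's linear range. Buffer: 50 mM imidazole pH 7.2, 50 mM KCl, 7 mM MgCl2, 0.01% Tween 20, 0.05% BSA; luminescence read after 8 min at ambient temperature.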
Lamin A splicing – qHTS Assay for Modulators of Lamin A Splicing. 0.01% of 200,000 active. Potency, µM (series often up to 46.1 µM), for inactives: at the highest dose ratio change, negative = inhibition, hits mostly inhibitors. HeLa LMNA splicing GFP/RFP minigene ratio, 48 h; active = well fitted inhibition curve with a large enough effect in the signal ratio, with a control signal flat, not every such curve was filed as active; inconclusive = small, poorly fitted or top-dose-only effect, or effect the other way, or a change in a side signal; the % refers to the signal ratio; also: % is scaled to controls: 0 for no effect and ±100 for the full control effect
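Read-out is the ratio of GFP to DsRed2 object intensity, acquired by 488 nm laser-scanning cytometry on HeLa lamin A-EGFP minigene reporter cells. Compound incubation 48 hrs at 37 °C in Opti-MEM with 2% FBS; DMSO 0.5% final.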
RECQ1 helicase – qHTS Assay for Inhibitors of RecQ-Like Dna Helicase 1 (RECQ1). ATP-dependent DNA helicase Q1 (Homo sapiens), P46063. RECQ1 DNA unwinding, red fluorescence kinetic read. Potency, µM (top dose mostly 57.3 µM), for the others: at the highest dose activity, negative = inhibition, most hits filed as inhibitors. 0.54% of 240,000 active. AID 2549, 2010;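 also: plate controls were vehicle for no effect and no enzyme for full effect; nearly all actives have a fitted effect of over 30% in size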
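50 nM RECQ1T1 preincubated 15 min with compound in Tris pH 8.0 buffer with MgCl2, DTT, Tween-20 and 2.5 ug/ml poly(dI-dC); started with 200 nM TAMRA/BHQ-2 forked duplex and 2 mM ATP. Unwinding read as fluorescence (525/598 nm), two reads 2 h apart.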
ALDH1A1 block – qHTS Assay for Inhibitors of Aldehyde Dehydrogenase 1 (ALDH1A1) | Aldehyde dehydrogenase 1A1 (Homo sapiens), P00352 | Purified ALDH1A1, NADH fluorescence, propionaldehyde substrate | Potency, µM (highest dose often 75.3 µM), for the others: at the top dose activity, negative = inhibition, usual class: inhibitors | 7.3% of 220,000 active | AID 1030, 2008; active = well fitted inhibition curve with a large enough effect, not every such curve was filed as active; inconclusive = small, poorly fitted or top-dose-only effect, or another doubt; inactive = no such curve, though single readings can be large or run the other way;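 also: plate controls were no enzyme wells and a reference inhibitor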
Target sequence (P00352 whole entry, looked up): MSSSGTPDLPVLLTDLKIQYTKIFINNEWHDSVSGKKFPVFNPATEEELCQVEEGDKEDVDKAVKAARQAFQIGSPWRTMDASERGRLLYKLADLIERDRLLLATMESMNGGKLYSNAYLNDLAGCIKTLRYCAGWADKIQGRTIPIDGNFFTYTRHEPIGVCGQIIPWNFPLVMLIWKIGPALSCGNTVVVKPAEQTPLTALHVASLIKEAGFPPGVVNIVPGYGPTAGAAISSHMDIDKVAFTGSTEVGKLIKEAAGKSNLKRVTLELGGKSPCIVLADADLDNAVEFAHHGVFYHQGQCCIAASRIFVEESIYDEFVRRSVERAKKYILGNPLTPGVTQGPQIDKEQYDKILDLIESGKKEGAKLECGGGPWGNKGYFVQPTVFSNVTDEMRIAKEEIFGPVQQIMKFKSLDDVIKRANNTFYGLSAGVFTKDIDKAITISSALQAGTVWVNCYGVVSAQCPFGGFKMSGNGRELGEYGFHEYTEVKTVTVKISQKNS
* = called active by the depositor; i = inactive; u = inconclusive; x = no result given; & = joins results of further samples; [ ] = dose if it differs, or a comment. Unless noted, calls follow the shape of the dose curve; as a rule, active = well fitted curve in the direction sought with a large enough effect; inconclusive = small, poorly fitted or top-dose-only effect, or another doubt; inactive = no such curve, though single readings can be large; an effect the other way counts as inactive or inconclusive. Potency is read from the fitted curve at half-maximal effect. Not all compounds are listed, so the mix of outcomes need not match the whole.

SMILES	Tau fibril ThT	SMN2 splice enh	L3MBTL1 block	KDM4E inh	KinaseGlo FLuc	Lamin A splicing	RECQ1 helicase	ALDH1A1 block
COc1ccc(-c2oc3ncnc(NCCCN4CCOCC4)c3c2-c2ccc(OC)cc2)cc1	u	-16%	-7%	u	3%	u	5%	u
COC(=O)c1cc2c(cc1Cl)SC(=NCCCN1CCOCC1)NS2(=O)=O	-4%	11%	x	1%	-1%	2%	8%	u
Cc1cc(C(=O)Nc2ccccc2C(=O)N2CCCCC2)ccc1[N+](=O)[O-]	-13%	-13%	-16%	12%	3%	24%[46 µM]	12%	-5%
CN(C)/C=C1\NC(=S)N(c2ccc(Cl)cc2)C1=O	u	x	-8%	u	x	x	-14%	20µM*
CCOC(=O)c1sc(NS(=O)(=O)c2ccc(NC(C)=O)cc2)nc1C	-7%	12%	-1%	1%	-2%	7%	5%	-1%
O=C(c1ncc[nH]1)c1ccccc1C(=O)N1CCOCC1	7%	u	x	0%	5%	5%	21%	-9%
Nc1ccc(S(=O)(=O)Nc2nccc(/C=C/c3ccccc3F)n2)cc1	5%	3%	2%	5%	1%	x	-4%	4%
O=C(CNC(=O)c1cccc(F)c1)N/N=C/c1cc(Br)ccc1OCc1ccccc1	-3%	28%	-14%	0%	-1%	u	3%	u
O=Cc1cn(CC(O)CN2CCCCC2)c2ccccc12 (stereo not given)	0%	x	-3%	7%	-1%	-11%[46 µM]	0%	-4%
COc1ccc(-c2csc(CCn3nc(C)cc3C)n2)cc1	-15%	-28%	5%	-3%	0%	u	-1%	2%
CCCCCn1c(NC(=O)c2ccco2)c(S(=O)(=O)c2ccc(C)cc2)c2nc3ccccc3nc21	u	-14%	3%	u	1%	u	6%	u
Cc1ccccc1S(=O)(=O)Cc1ccc(C(=O)N2CCN(c3ccc(F)cc3)CC2)o1	-14%	-29%	-3%	2%	0%	u	1%	6%
CC(=O)c1sc(NC(=O)COc2ccc(Cl)cc2C)nc1C	4%	x	7%	2%	x	x	-7%	x
C=C(C)c1ccc(C(C)(C)NC(=O)NCc2ccco2)cc1	-6%	-10%	x	5%	2%	-8%	i	-3%
C=CCNC(NC(=O)c1ccccc1)(C(=O)OCC)C(F)(F)F (stereo not given)	-7%	x	5%	-1%	x	0%	-4%	9%
O=C(CSc1nnc2n1CCCN2)c1ccc(Cl)cc1	-4%	u	6%	5%	0%	-13%	i	-4%
CC(C)(C)NC(=O)CN(C(=O)Cn1nnc(-c2ccc(Cl)cc2)n1)C1CCN(Cc2ccccc2)CC1	-3%	0%	-20%	-7%	0%	-9%	-4%	u
c1ccc(-c2csc(-c3ccncc3)n2)cc1	-13%	23%	17%	u	1%	-12%[46 µM]	-1%	0%
c1ccc(OCCOCCN2CCN(C(c3ccccc3)c3ccccc3)CC2)cc1	u	-16%	-17%	-3%	2%	u	i	u
Nc1nc(CSC(=S)N2CCCCC2)nc(Nc2ccccc2)n1	-5%	u	-15%	u	4%	x	i	25µM*
CCCCNC(=O)CNC(=S)N(Cc1cc(OC)c(OC)c(OC)c1)C1CCCC1	-1%	7%	4%	5%	-1%	-10%	0%	-1%
COc1ccc(C(O)c2nc3ccccc3s2)cc1 (stereo not given)	-2%	-5%	-1%	-1%	14%	1%	-9%	3%
O=C(Nc1ccc(F)cc1)Nc1nnc(COc2ccccc2F)s1	10%	-16%	7%[11.4 µM]	7%	-2%	u	i	-3%
C/C(=N\Nc1ccc([N+](=O)[O-])cc1)c1ccc2c(c1)OCO2	u	27%	33%[activator]	6%	1%	x	-4%	4%
O=c1cc(C(Cl)(Cl)Cl)oc2c1ccc1ccccc12	u	-95%[inhibitor]	-1%	4%	0%	-18%	i	4%
SMILES	Tau fibril ThT	SMN2 splice enh	L3MBTL1 block	KDM4E inh	KinaseGlo FLuc	Lamin A splicing	RECQ1 helicase	ALDH1A1 block
COc1ccc(CCNC(=O)C(C)c2ccc([N+](=O)[O-])cc2)cc1 (stereo not given)	-3%	-10%	0%	-1%	-2%	-12%[46 µM]	-4%	-3%
CC(=O)Nc1ccc(NC(=O)COc2ccc3c(c2)CCC3)cc1	u	-5%	5%	0%	-2%	x	i	1%
COc1ccc(C(=O)Nc2ccc(S(=O)(=O)Nc3onc(C)c3C)cc2)cc1OC	-17%	14%	1%	9%	2%	-2%	-4%	7%
CCn1c(CNC(=O)c2ccco2)nnc1SCC(=O)c1ccccc1	-5%	x	1%	3%	-1%	u	-2%	7%
COc1cccc(C2=NOC(C(=O)Nc3cccc(C(C)=O)c3)C2)c1OC (stereo not given)	-11%	x	-2%	-8%	x	u	-3%	14%
O=C(NCCCN1CCCCCC1)C1CC(=O)N(CCc2ccccc2)C1 (stereo not given)	1%	-10%	13%	-4%	-4%	2%	i	-9%
O=C(Nc1cccc2ccccc12)N1CCN(c2ncccn2)CC1	3%	-1%	29%[11.4 µM]	3%	2%	x	i	3%
O=C(CN1CCN(c2ccccn2)CC1)Nc1cccc(S(=O)(=O)N2CCCC2)c1	-2%	-40%[inhibitor]	-3%	-2%	-3%	-12%[46 µM]	-2%	0%
CCCCC/C=C\C/C=C\C/C=C\C=C\C(O)CCCC(=O)O (stereo not given)	-3%	7%	x	1%	-1%	x	0%	3%
Cc1cc(C(=O)CN2C(=O)NC3(CCCc4sccc43)C2=O)c(C)n1-c1ccc(Cl)cc1 (stereo not given)	-3%	-39%[inhibitor]	-5%	-4%	-2%	8%	-3%	-15%
CCOC(=O)c1cnc2ccc(OC)cc2c1NCc1ccccc1	u	-49%[inhibitor]	28%	u	5%	u	-3%	u
CC(C)[C@H](NC(=O)c1ccc(F)cc1)C(=O)OCC(=O)NC(=O)c1cccn1C	-8%	-2%	1%	-11%	3%	2%	1%	0%
COC(=O)c1ccc(C23CC4(C2)[C@H](CN(Cc2ccc(-c5ccccc5)cc2)[C@@H]4c2ccccc2)C3c2ccc(Cl)nc2)cc1 (stereo not given in full)	-8%&-18%	-2%	x	-24%	-1%	x	-10%	-8%
Cc1cc2c(n1-c1ccc(C(N)=O)cc1)CC(C)(C)CC2=O	0%	-11%	2%	16%	-1%	-10%	-14%	-13%
O=C(Nc1cccc(Cl)c1)OCc1cn(-c2ccc(Cl)cc2)nn1	8%	-5%	-1%	6%	-4%	6%	-6%	-8%
CC(=O)N/C(=C\c1ccc(Br)s1)C(=O)O	5%	12%	-7%	-10%	1%	x	-5%	1%
Cc1ccnc(N2C3CCC2CC(O)(c2ccccc2)C3)n1 (stereo not given)	2%	x	6%	u	0%	10%[46 µM]	i	-14%
O=C1CN(C(=O)COC(=O)c2ccc(N3CCCCCC3)c([N+](=O)[O-])c2)c2ccccc2N1	u	x	-24%	0%	x	-10%	-11%	7.9µM*
CCCCSc1cc(=O)n(-c2ccccc2)nc1C(=O)OCC	0%	1%	5%	4%	0%	8%	i	u
CCCC(=O)NC(=S)Nc1ccc(CN2CCOCC2)cc1	2%	0%	3%	8%	0%	u	-6%	0%
COc1ccccc1-c1cc(C(F)(F)F)nc(S(=O)(=O)CCCC(=O)Nc2cccnc2Cl)n1	11%	-114%[inhibitor]	2%	u	3%	u	-2%	u
Cc1ccccc1OCC(=O)N/N=C/c1cccn1C	-13%	-19%	-7%	-8%	9%	13%	-6%	4%
O=C(NCc1ccc2c(c1)OCO2)c1cc2ccccc2oc1=O	-14%	-3%	u	-2%	0%	-4%	-4%	-4%
COc1ccc(NC(=O)CSc2nnc3ccc(-c4ccncc4)nn23)cc1OC	-1%	-15%	18%	0%	5%	22%[46 µM]	i	6%
COCCn1nnnc1SCC(=O)N1CCCCC1	-4%	0%	26%	5%	3%	-8%	-6%	-16%
SMILES	Tau fibril ThT	SMN2 splice enh	L3MBTL1 block	KDM4E inh	KinaseGlo FLuc	Lamin A splicing	RECQ1 helicase	ALDH1A1 block
Clc1ccc(CNC2CCCC2)c(Cl)c1	1%	5%	x	-3%	0%	21%	-4%	-8%
Cc1ccccc1CNC(=O)c1ccc(Cl)c([N+](=O)[O-])c1	0%	5%	12%	4%	0%	u	-7%	u
Cc1nn(C)c2ncc(C(=O)c3cc(F)ccc3O)cc12	-13%	3%	x	-4%	-3%	-1%	-4%	7%
COc1cc(C)ccc1OCCOc1c(C)cccc1Cl	u	-11%	49%[activator]	-1%	-5%	-6%	-7%	-2%
CN(C)CCN1C(=O)c2oc3ccc(Cl)cc3c(=O)c2C1c1cccc(Br)c1 (stereo not given)	-12%	6%	-1%	u	0%	2%	-5%	u
Cc1nc(CN2CCCCC2)cc(=O)[nH]1	-2%	18%	7%	-27%	-1%	7%[46 µM]	i	8%
COc1ccccc1CNC(=O)C(=O)NCC1OCCN1C(=O)c1cccs1 (stereo not given)	-3%	10%	12%	-6%	0%	-11%	-13%	3%
Cc1ccc(-n2c(SCC(=O)NNC(=S)Nc3ccccc3)nc3ccccc3c2=O)cc1	2%	x	-2%	-6%	0%	-10%	-7%	-4%
COc1ccc(Cl)cc1NC(=O)CN(C)C(C)C(=O)NCC1CCCCC1 (stereo not given)	-8%	-17%	5%	4%	-3%	u	-5%	u
